Screens (PubChem BioAssay)
ELG1 DNA repair: blocks ELG1-dependent DNA repair in HEK293T cells. HEK293T ELG1-luciferase reporter, luminescence, 16 h; DNA damage induced by 5-fluorouridine. actives 2.3% (n = 330,000). Potency, µM (top dose mostly 46.1 µM), inactives show at the highest dose activity change, negative = inhibition, most hits filed as inhibitors; further: potency means the concentration at half of the fitted maximal effect; on the % scale 0 is the no-effect control and ±100 the full control effect; nearly all actives have a fitted effect of over 55% in size
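HEK293T cells expressing luciferase-tagged ELG1 (2,000/well) received 5-Fluorouridine plus compound or DMSO for 16 hr at 37 °C. Luciferase was read by ONE-Glo luminescence after 30 min at room temperature.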
Chronic BCR inh: blocks chronic active B-cell receptor signaling | ABC-DLBCL IkBa-CBG/CBR reporter, luminescence ratio, 4 h | Potency, µM (top dose mostly 46.1 µM), inactives show at the highest dose ratio change, negative = lower green/red ratio, hits mostly inhibitors | actives 0.05% (n = 340,000); active means well fitted inhibition curve with a large enough effect in the signal ratio, with a control signal flat, not every such curve was filed as active; inconclusive means small, poorly fitted or top-dose-only effect, or effect the other way, or a change in a side signal; the % refers to the signal ratio;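 further: potency means the concentration at half of the fitted maximal effect; plate controls were basal doxycycline-induced cells for no effect and cells given 10 µM MG132 for full effect; MG132 reads +100%, hits lower the ratio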
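TMD8 human ABC-DLBCL cells with doxycycline-inducible IκBα–green luciferase fusion and unfused red luciferase, in 0.5% FBS medium; compounds up to 46 uM, 4 h at 37C. Green/red luminescence ratio, filter-overlap corrected, fitted to concentration-response curves.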
B2AR arrestin: beta2AR (human) beta-arrestin recruitment activity | Potency, µM (highest dose often 46.1 µM), without a hit: at the highest dose activation, usual class: activators | beta-arrestin recruitment to beta2AR, cell-based reporter | actives 0.02% (n = 330,000);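 further: potency means the concentration at half of the fitted maximal effect; 0% = DMSO controls and full agonism = EC100 isoproterenol or metaproterenol; nearly all actives have a fitted effect of over 65% in size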
Target sequence (P07550 whole entry, looked up): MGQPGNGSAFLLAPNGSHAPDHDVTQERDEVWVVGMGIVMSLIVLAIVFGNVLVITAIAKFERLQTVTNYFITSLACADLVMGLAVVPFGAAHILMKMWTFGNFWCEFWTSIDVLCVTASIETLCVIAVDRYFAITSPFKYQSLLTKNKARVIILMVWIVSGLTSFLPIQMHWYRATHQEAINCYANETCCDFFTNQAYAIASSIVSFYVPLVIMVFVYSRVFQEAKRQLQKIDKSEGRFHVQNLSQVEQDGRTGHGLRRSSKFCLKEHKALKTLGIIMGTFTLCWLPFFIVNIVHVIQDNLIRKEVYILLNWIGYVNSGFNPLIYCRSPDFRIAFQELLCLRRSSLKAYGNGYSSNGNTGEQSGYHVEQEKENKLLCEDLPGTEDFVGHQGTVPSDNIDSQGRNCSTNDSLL
uPA generation: cell surface uPA generation inhibition; cell surface uPA generation assay, qHTS; actives 0.31% (n = 330,000); Potency, µM (series often up to 38.3 µM), inactives show at the highest dose activity change, negative = inhibition, usual class: inhibitors; AID 540303; active means well fitted inhibition curve with a large enough effect; inconclusive means small, poorly fitted or top-dose-only effect; inactive means no such curve, though single readings can be large or run the other way; tested in mouse RAW 264.7 cells; further: potency means the concentration at half of the fitted maximal effect; on the % scale 0 is the no-effect control and ±100 the full control effect; nearly all actives have a fitted effect of over 55% in size
Eya2 phos inh: inhibitors of human Eya2 phosphatase activity; O00167; recombinant Eya2, OMFP fluorescence dephosphorylation (OMFP is methylfluorescein phosphate); Potency, µM (titrated, usually from 76.9 µM), without a hit: at the top dose activity, negative = inhibition, actives largely listed as inhibitors; actives 0.006% (n = 330,000); AID 488837; further: potency means the concentration at half of the fitted maximal effect; on the % scale 0 is the no-effect control and ±100 the full control effect
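Eya2 protein (added as 0.2 uM solution) was preincubated with compound for 10 min at ambient temperature in 50 mM HEPES pH 7.5, 50 mM NaCl, 5 uM MgCl2, 0.05% BSA, 1 mM DTT. OMFP (added at 50 uM) then reacted 10 min; fluorescence read at 485/525 nm.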
TCR activator: T cell receptor activation. primary human leukocytes, anti-CD3, IL-2 HTRF, 48 h. Potency, µM (titrated, usually from 9.22 µM), inactives show top-dose activation of IL-2 secretion, hits mostly activators. 330,000 tested, under 10 active; further: % of control where 0% means no effect
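Readout: HTRF IL-2, Eu-cryptate/d2 antibody pair, 320nm excitation, 665nm emission. Stimulus: a-CD3 beads, no co-stimulation. Cells: primary human leukocytes. Exposure: 48 hr with compound.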
Mito fusion yeast: blocks mitochondrial division or promotes mitochondrial fusion; S. cerevisiae fusion-defective mutant growth rescue, CellTiterGlo 48 h; Potency, µM (doses to about 46.1 µM), for inactives: top-dose growth rescue (activation), actives largely listed as activators; actives 0.23% (n = 320,000); AID 485298;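 further: potency means the concentration at half of the fitted maximal effect; % of control where 0% means no effect; nearly all actives have a fitted effect of over 45% in size; temperature-sensitive fusion mutants such as fzo1-1 at 37 °C on non-fermentable ethanol glycerol medium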
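S. cerevisiae fusion-defective temperature-sensitive mutants (e.g. fzo1-1, mgm1-5) grown 48 h at 37C in YPEG (ethanol/glycerol non-fermentable) medium with 23 nl compound per well; growth rescue read as CellTiterGlo luminescence.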
USP2a block: inhibitors of human ubiquitin-specific protease USP2a. O75604. USP2 core, Ub-CHOP2 coupled fluorogenic reporter, 485/531. Potency, µM (top dose mostly 38.3 µM), without a hit: at the top dose activity change, negative = inhibition, most hits filed as inhibitors. actives 0.01% (n = 330,000). AID 463254;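 further: potency means the concentration at half of the fitted maximal effect; plate controls were DMSO wells for no effect and full inhibition by NEM control for full effect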
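Deubiquitinase activity read as fluorescence (485/531 nm) after Ub-CHOP2 cleavage activates the enterokinase reporter on its substrate; USP2 core 10nM, Ub-CHOP2 and substrate 25nM each, 30min compound preincubation then 60min RT; data normalized to NEM, curves fitted.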
Tb PFK block: T. brucei PFK enzyme inhibition. T. brucei PFK, ADP-Glo luminescence. Potency, µM (series often up to 57.5 µM), without a hit: top-dose activity, negative = inhibition, hits mostly inhibitors. actives 0.17% (n = 330,000);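 further: potency means the concentration at half of the fitted maximal effect; 0% = uninhibited 1x PFK enzyme wells and -100% = no-enzyme wells; nearly all actives have a fitted effect of over 60% in size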
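Luminescent ADP detection (ADP-Glo, two-step: ATP depletion then ADP-to-ATP conversion for luciferase) reported PFK activity after 45 min room-temperature reaction of 1.25 nM enzyme with 0.5 mM F6P and 0.1 mM ATP at pH 8.0.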
TSHR antagonist: antagonists of human thyroid stimulating hormone receptor. TSHR-expressing cells, TSH-stimulated cAMP HTRF, 2 h; active compounds read low. actives 0.2% (n = 330,000). activity change, negative = inhibition, % at 11.5 µM;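 active means activity change below a set negative limit, meaning inhibition stronger than a set level, cut at about -70% in these data; inconclusive means activity change between two set negative limits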; further: on the % scale 0 is the no-effect control and ±100 the full control effect
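Inhibition of cAMP made by TSHR-expressing cells under TSH stimulation (4nM final, EC80; 2 h, 37 deg C) is quantified with a one-step lysis HTRF kit, anti-cAMP cryptate versus cAMP-d2.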
TSG101-PTAP inh: blocks PTAP/TSG101 interaction to inhibit HIV-1 budding | Q99816 | Fluorescence polarization, FITC-PTAP peptide / Tsg101 binding | Potency, µM (top dose mostly 115 µM), for the others: top-dose activity change, negative = inhibition, actives largely listed as inhibitors | 340,000 tested, under 10 active | AID 493005; active means well fitted inhibition curve with a large enough effect in the main read-out, with a control signal flat, not every such curve was filed as active; inconclusive means small, poorly fitted or top-dose-only effect, or effect the other way, or a change in a side signal; inactive means no such curve, though single readings can be large or run the other way; further: potency means the concentration at half of the fitted maximal effect; % of control where 0% means no effect
Target sequence (Q99816 whole entry, looked up): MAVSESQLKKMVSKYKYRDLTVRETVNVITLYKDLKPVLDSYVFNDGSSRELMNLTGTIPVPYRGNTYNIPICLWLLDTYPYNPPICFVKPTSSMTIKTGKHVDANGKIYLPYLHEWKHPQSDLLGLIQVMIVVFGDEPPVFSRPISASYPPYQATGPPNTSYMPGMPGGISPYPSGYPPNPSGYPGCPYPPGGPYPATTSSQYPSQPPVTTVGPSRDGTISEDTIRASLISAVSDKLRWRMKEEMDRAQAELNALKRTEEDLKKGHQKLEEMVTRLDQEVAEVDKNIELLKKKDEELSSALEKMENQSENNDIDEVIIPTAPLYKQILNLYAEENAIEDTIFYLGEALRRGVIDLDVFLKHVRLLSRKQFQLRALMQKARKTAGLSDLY
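FP read-out: FITC-PTAP peptide, 50 nM final, binding Tsg101 binding domain, 10 uM final; 20 min, r.t.; 10 mM HEPES pH 7.5, 0.15 M NaCl, 0.01% Tween 20, 3 mM EDTA, 0.1 mM TCEP.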
Numbers without * were called inactive; ? = inconclusive; nt = no result given; [ ] = dose if it differs, or a comment. Unless noted, the call rests on the fitted dose curve; in most records, active means well fitted curve in the direction sought with a large enough effect; inconclusive means small, poorly fitted or top-dose-only effect, or another doubt; inactive means no such curve, though single readings can be large; an effect the other way counts as inactive or inconclusive.

SMILES	ELG1 DNA repair	Chronic BCR inh	B2AR arrestin	uPA generation	Eya2 phos inh	TCR activator	Mito fusion yeast	USP2a block	Tb PFK block	TSHR antagonist	TSG101-PTAP inh
Cc1nc(NS(=O)(=O)c2ccccc2)sc1C(=O)N/N=C/c1ccccc1	7.9%	?	-0.5%	3.6%	-12.4%	-2.7%	-4.0%	-0.4%	5.2%	-13.8	-2.0%
O=C(Cn1cnc2ccccc2c1=O)Nc1nnc(C2CC2)s1	-8.5%	-7.0%	-0.5%	3.7%	0.9%	-0.8%[46.1 µM]	-10.9%	0.1%	-5.9%	9.0	-0.5%
CC(C)CC(NS(=O)(=O)c1ccc2c(c1)oc(=O)n2C)C(=O)NC1CCCc2ccccc21 (stereo unspecified)	5.0%	-9.6%	-0.4%	23.3%	-3.7%	-2.9%	-0.5%	2.3%	-1.5%	-11.6	-3.8%
COc1cc(/C=C(\C#N)c2nc3ccccc3[nH]2)c([N+](=O)[O-])cc1OCc1ccccc1	-12.7%	2.7%	-0.8%	2.5%	-15.8%	0.1%	-0.4%	-0.4%	-0.5%	0.8	5.0%
CCCCn1c(=O)[nH]c(=O)c2c1nc(-c1ccc(-c3ccccc3)cc1)n2C	-0.6%	3.1%	-0.9%	-1.4%	16.4%	-4.7%	6.9%	0.3%	2.9%	-0.5	-0.4%
CC(=O)N1CCc2cc(Br)cc(S(=O)(=O)CCC(=O)N3CCN(c4ccccn4)CC3)c21	2.3%	?	-0.2%	-0.1%	-4.6%	2.2%	0.9%[9.22 µM]	-0.5%	-0.1%	0.0	-1.4%
Cc1cccc(Cn2c(SCC(=O)Nc3ccccc3)nc3c2c(=O)[nH]c(=O)n3C)c1	?	3.3%	-0.6%	-3.3%	-6.0%	6.3%	-1.2%	-0.7%	-9.5%	-7.2	-2.6%
CC(=O)N1c2ccccc2-c2nc3ccccc3n2C1C (stereo unspecified)	11.7%	1.3%	0.5%	3.9%	-6.5%	-0.2%	-15.2%	-2.3%	0.8%	-4.2	-0.9%
COc1cc(NC(=O)c2cccc(F)c2)cc(OC)c1OC	16.5%	-2.2%	-0.3%	1.3%	-5.0%	-2.4%	-1.7%	-0.4%	1.6%	1.7	-3.7%
O=C(Nc1ccccc1)N1CCCC(c2nc(-c3ccc(F)cc3)no2)C1 (stereo unspecified)	-5.0%	9.5%	-1.2%	-1.8%	0.1%	-3.1%	0.9%	8.8%	3.6%	-23.1	1.4%
O=C(CN1C(=O)S/C(=C\c2cc(Cl)c(O)c(Cl)c2)C1=O)Nc1ccccc1	-9.5%	?	-0.3%	-1.9%	3.2%	4.3%	5.3%	1.7%	-1.9%	-40.2	-3.1%
C=CCn1c2[n+](c3ccccc3c1=O)CCCCC2	4.4%	-3.1%	0.0%	-7.2%	-1.8%	-2.7%	0.4%	-0.6%	-1.2%	1.0	-1.8%
Cc1c(C(=O)N2CCc3ccccc3C2)sc2nc(-c3ccccc3)cn12	20.6µM*	?	0.1%	8.5%	-5.5%	nt	23.4%	-2.8%	-6.7%	17.9	-8.2%
Cc1ccc(CNC(=O)CCC2CCCN(C(=O)CCC(F)(F)F)C2)o1 (stereo unspecified)	-0.6%	11.9%	-0.3%	-2.2%	0.8%	0.3%	-1.3%	-0.1%	-0.2%	4.4	-3.0%
CCc1cc2c(nc1CC)CCN(CC/C(C)=N/OC[C@H]1O[C@H](c3ccccc3)C=C[C@@H]1Oc1ccc(OC)cc1)C2	?	-10.0%	-0.6%	nt	-4.8%	nt	6.5%	1.5%	3.6%	-16.2	nt
COc1ccccc1CNC(=O)CSc1ccc(-c2cccs2)nn1	16.6%	?	-0.8%	0.4%	1.8%	0.8%	4.1%	-4.8%	-8.1%	4.7	-3.3%
O=C(Nc1ccccc1)C(=O)Nc1ccccn1	?	?	0.0%	?	0.1%	-12.8%	-3.6%	2.3%	-1.9%	28.2	-3.6%
O=C1CCN(S(=O)(=O)c2ccccc2)CCN1CCOCc1ccc(Cl)cc1	-9.6%	-2.2%	-0.2%	2.8%	5.1%	-26.7%	3.3%	1.4%	25.8%	2.1	-1.9%
CN(CCc1ccccn1)C(=O)c1cccnc1Oc1ccc(Cl)cc1	-2.8%	-1.5%	-0.9%	-2.9%	-0.4%	0.9%	-0.9%	2.8%	1.6%	-5.6	-1.3%
CC1CN(C(=O)c2ccc(S(=O)(=O)Nc3ccccc3F)cc2)CC(C)O1 (stereo unspecified)	29.5%	2.7%	0.0%	0.2%	-29.1%	14.1%	0.0%	-0.4%	-1.2%	6.1	-2.9%
O=c1[nH]c(CSc2nc3ccccc3s2)nc2cc(Cl)ccc12	0.9%	-9.8%	-0.9%	nt	-5.4%	nt	21.7%	3.3%	1.1%	-3.7	nt
S=C(Nc1ccccc1)N1CCN(C/C=C/c2ccccc2)CC1	?	?	0.1%	-5.0%	3.8%	-9.7%	-5.4%	1.1%	1.5%	-2.5	1.4%
COc1ccc(NC(=O)/C(C#N)=C/c2ccc3c(c2)n(C)c(=O)n3C)cc1	-2.8%	?	0.0%	-2.9%	4.1%	2.1%[46.1 µM]	0.9%	0.3%	0.2%	-6.6	0.0%
O=C(CN1C(=O)NC2(CCc3ccccc32)C1=O)Nc1cccc(Cl)c1 (stereo unspecified)	-10.3%	5.0%	0.1%	-4.7%	0.9%	2.3%[46.1 µM]	nt	2.1%	1.8%	4.9	0.3%
CCOc1ccc(/C=N/NC2=NCCCCC2)cc1	?	-6.8%	-0.2%	0.8%	2.5%	6.4%	0.5%	7.0%	0.8%	2.0	-0.8%
Cc1c(Cl)cccc1NC(=S)Nc1ccc(S(=O)(=O)Nc2ncccn2)cc1	9.2%	-0.1%	3.8%	-2.5%	-5.1%	7.0%	nt	-6.0%	-0.6%	-1.2	-4.2%
CC(C)c1nnc(NC(=O)C2CCCN2C(=O)Nc2cccc(Cl)c2)s1 (stereo unspecified)	13.0%	-3.6%	-0.3%	-3.5%	-2.1%	-5.0%	-19.9%	-2.0%	-2.2%	11.5	-4.8%
COc1ccc(C(=O)NC(=S)N(C)Cc2ccccc2)cc1Br	-3.7%	-0.4%	-0.1%	-0.7%	4.7%	3.1%	-10.1%	2.7%	1.3%	-1.1	1.9%
COc1ccc(CC(=O)OCC(=O)Nc2ncc(Cl)cc2Cl)cc1OC	-0.8%	13.2%	-0.2%	nt	-12.2%	-4.8%	-1.4%	1.5%	-0.8%	-1.6	0.0%
CC(=O)Nc1ccc(NC(=O)c2ccccc2CC[N+](=O)[O-])cc1	8.3%	-2.3%	0.3%	-4.7%	6.6%	1.6%	-1.0%	1.2%	-5.2%	-0.4	-5.0%
COCc1cc(C)nc(SCC(=O)Oc2ccccc2)c1C#N	9.3%	?	-0.1%	2.5%	-1.4%	1.0%	7.3%	-1.4%	-4.3%	-8.4	0.9%
O=Cc1ccc(Oc2ccc(F)cc2)nc1	1.7%	-20.3%	0.3%	3.4%	1.1%	-2.3%	2.7%	3.1%	-1.8%	2.4	-0.9%
Cc1cccc(C)c1NC(=O)Cn1nnc(-c2ccc(N3CCOCC3)cc2)n1	14.6%	-9.8%	0.1%	nt	5.2%	4.6%	-2.1%	1.4%	-16.6%	3.7	-4.0%
C#CCOC(=O)C1C2C=CC(C2)C1C(=O)O (stereo unspecified)	1.5%	0.0%	-0.1%	7.1%	-10.2%	nt	-1.1%	7.8%	2.2%	-6.1	-6.6%
NC(=O)c1ccc(=O)n(Cc2ccc(Cl)cc2Cl)c1	5.7%	0.0%	0.2%	4.5%	1.9%	2.1%	4.5%	3.7%	-1.7%	-3.2	-2.8%
O=C(Nc1cc2c(cc1C(=O)O)OCCCO2)c1ccc(F)cc1F	?	?	3.3%	nt	0.2%	3.2%	-1.1%	-0.1%	0.8%	-13.3	-2.4%
CN(CC(=O)Nc1ccc(Cl)c(C(F)(F)F)c1)C(=O)CCCNC(=O)c1ccc(Cl)cc1	-2.6%	?	0.2%	8.91µM*	-15.0%	-1.0%	-11.9%	-0.1%	7.1%	-1.2	-1.2%
